High-throughput results: PubChem BioAssay, Dana-Farber Cancer Institute and Novartis Institutes for BioMedical Research (Cambridge, Mass)
USP17 inh = inhibitors of human USP17 deubiquitinase | purified USP17, Ub-rhodamine cleavage fluorescence, 3 h | 6.5% of 47,000 active | inhibition, % at 50 µM
Target sequence (A8MUK1 whole entry, looked up): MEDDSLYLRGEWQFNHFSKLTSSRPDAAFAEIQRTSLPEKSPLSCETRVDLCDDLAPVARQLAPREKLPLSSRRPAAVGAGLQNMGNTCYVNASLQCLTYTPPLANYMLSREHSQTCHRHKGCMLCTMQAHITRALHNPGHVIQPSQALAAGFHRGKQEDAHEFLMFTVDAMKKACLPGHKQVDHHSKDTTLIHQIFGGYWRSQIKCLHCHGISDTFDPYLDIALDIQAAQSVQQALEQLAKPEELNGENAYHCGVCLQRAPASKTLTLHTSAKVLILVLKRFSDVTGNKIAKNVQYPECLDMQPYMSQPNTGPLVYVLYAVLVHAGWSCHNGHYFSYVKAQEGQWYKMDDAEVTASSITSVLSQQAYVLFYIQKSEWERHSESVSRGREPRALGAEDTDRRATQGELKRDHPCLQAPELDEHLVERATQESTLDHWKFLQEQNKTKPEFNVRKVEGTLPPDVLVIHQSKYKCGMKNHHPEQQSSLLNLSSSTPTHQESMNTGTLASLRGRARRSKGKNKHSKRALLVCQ
USP30 inh = inhibitors of human USP30 deubiquitinase. AID 1645860. Q70CQ3. purified USP30, Ub-rhodamine cleavage fluorescence. 5.3% of 47,000 active. inhibition, % at 25 µM
USP10 inh = blocks human USP10 ubiquitin-rhodamine cleavage | purified USP10, Ub-rhodamine fluorescence, 60 min | inhibition, % at 20 µM | 1.1% of 47,000 active | AID 1645856
USP28 block = human USP28 deubiquitinase inhibition | 3% of 47,000 active | inhibition, % at 25 µM | AID 1645857 | purified USP28, Ub-rhodamine cleavage fluorescence, 30 min | Q96RU2
OTUD3 inh = blocks human OTUD3 ubiquitin-rhodamine cleavage; 0.7% of 47,000 active; inhibition, % at 25 µM; Q5T2D3; purified OTUD3, Ub-rhodamine fluorescence, 2 h; AID 1645858
USP7 inh = human USP7 deubiquitinase inhibition; purified USP7, Ub-rhodamine cleavage fluorescence; inhibition, % at 20 µM; 0.3% of 47,000 active
USP8 inh = blocks human USP8 ubiquitin-rhodamine cleavage. purified USP8, Ub-rhodamine cleavage fluorescence, 30 min. inhibition, % at 20 µM. 4.2% of 47,000 active
UCHL1 inh = blocks human UCHL1 ubiquitin-rhodamine cleavage; P09936; purified UCHL1, Ub-rhodamine cleavage fluorescence; inhibition, % at 20 µM; 0.2% of 47,000 active
Target sequence (P09936 whole entry, looked up): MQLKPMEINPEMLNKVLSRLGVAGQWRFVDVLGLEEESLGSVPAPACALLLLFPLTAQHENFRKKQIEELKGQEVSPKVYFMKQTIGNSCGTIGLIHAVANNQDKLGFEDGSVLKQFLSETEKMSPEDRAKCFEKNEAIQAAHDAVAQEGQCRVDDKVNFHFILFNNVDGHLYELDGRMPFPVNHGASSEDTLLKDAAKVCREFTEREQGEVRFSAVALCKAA
* = called active by the depositor; nt = no result given. Rule as the data show it: active = inhibition above about 30%; inactive = the rest. This is a random part of the collection; any-hit rate near 13%.

Structure	USP17 inh	USP30 inh	USP10 inh	USP28 block	OTUD3 inh	USP7 inh	USP8 inh	UCHL1 inh
CCOc1ccc(-c2nnc(-c3cnc4onc(C5CCCC5)c4c3)o2)cc1	2	1	32*	0	4	12	28	1
COC[C@H]1O[C@@H](O[C@@H]2OC[C@@H]3O[C@@]4(OC(C)[C@@](O)([C@H](C)O)[C@@H]5OCO[C@H]54)O[C@H]3[C@H]2OC(=O)C(C)C)[C@@H](OC)[C@@H](O)[C@@H]1O[C@@H]1O[C@H](C)[C@H](OC)[C@H](O[C@H]2C[C@@]3(C)O[C@@]4(C[C@@H](O)[C@H](O[C@H]5C[C@@H](O)[C@H](OC(=O)c6c(C)c(Cl)c(O)c(Cl)c6OC)[C@@H](C)O5)[C@@H](C)O4)O[C@@H]3[C@@H](C)O2)[C@H]1O (some centres undefined)	5	29	1	1	9	3	5	3
Cc1ccc(CNC(=O)c2cnn3c4c(cnc23)C(=O)CCC4)cc1	nt	-13	-5	-5	-7	-7	12	-2
CSc1cccc(NC(=O)c2cn3c(n2)CCCC3)c1	0	9	0	3	4	0	-3	1
O=C(c1cc(F)ccc1-n1cnnn1)N1CCN(c2ccccn2)CC1	5	-11	0	3	2	3	1	-2
O=C(c1ccccn1)N1CCC(c2cc(=O)n3[nH]ccc3n2)CC1	1	16	0	9	18	4	-5	1
Cc1cccc(NC(=O)c2ccc(CNC(=O)c3ccccc3)o2)c1C	-1	10	-3	7	4	3	-45	0
O=C(C1CCCCC1)N1CCn2nc(-c3ccc4ccccc4c3)cc2C1	-12	-36	4	-13	-14	-9	2	-3
Cc1c(C(=O)NCC(c2ccco2)N2CCOCC2)oc2ccccc12 (centres undefined)	-12	0	-2	-7	-6	0	-16	-2
CCc1ccccc1NC(=O)Cn1c(=O)n(CCC(=O)NCC2CCCO2)c(=O)c2cc(OC)c(OC)cc21 (centres undefined)	30*	16	-3	7	11	0	-1	1
Cc1nn(-c2ccc(F)cc2)c(C)c1S(=O)(=O)N1CCN(c2ccccn2)CC1	24	38*	5	4	21	36*	-2	6
Cc1ccc(Nc2nc(CN3CCOCC3)nc3sc4c(c23)CCCC4)cc1Cl	3	15	-2	11	4	-27	1	1
O=C(NC1CCCCC1)C1CCCN(c2ncnc3nn(-c4ccccc4)cc23)C1 (centres undefined)	-23	-68	-4	-21	-22	-11	-17	-14
Cc1ccc(N2CCC(c3cc4c(ncn4C)c(-c4cccnc4)n3)CC2)nn1	-88	-294	-9	-79	-54	-19	-131	-18
Cc1ccc(NC(=O)c2ccc(CSc3nnc(-c4ccncc4)n3C)cc2)c(C)c1	-1	8	2	2	-3	-2	0	-2
O=C(c1[nH]nc2c1CCc1ccccc1-2)N1CCC(Cc2ccccc2)CC1	4	8	6	15	0	5	0	6
O=C(NC1CCCC1)C1CCc2nc(N3CCN(C(=O)C4CCC4)CC3)sc2C1 (centres undefined)	20	14	0	17	10	3	18	4
CCOc1ccc(CCn2c(Sc3ncccn3)nnc2-c2ccc(OC)cc2)cc1OCC	3	0	0	-4	0	0	2	2
O=C(Nc1cccc(F)c1)c1c(O)c2cnn(Cc3ccccc3)c2[nH]c1=O	4	-1	11	-1	-5	2	61*	-4
CC1CC(=O)Nc2cc(S(=O)(=O)N3CCCc4ccccc43)ccc2S1 (centres undefined)	3	19	4	7	5	-6	2	1
COc1ccc2c(c1)c(CC(=O)Nc1ccc(N3CCOCC3)cc1)c(C)n2C(=O)c1ccc(Cl)cc1	16	21	24	-7	-2	4	8	-1
CCOc1cccc(CNC(=O)c2cnc(-c3ccccc3)nc2-c2ccncc2)c1	21	-4	-9	-21	-4	-7	-23	-17
Cc1ccc(F)cc1NC(=O)c1ccc(OCC2CCCO2)cc1 (centres undefined)	-5	-6	0	-9	-7	-11	-1	0
CN(C)C(=O)N1C[C@@H]2C(=O)N(C)C3(CCN(S(=O)(=O)c4ccccc4)CC3)[C@@H]2C1	-8	-5	1	-10	3	3	0	-4

Part of the list above, showing only OTUD3 inh:
compound | OTUD3 inh
O=C(NC1CCCC1)C1CCc2nc(N3CCN(C(=O)C4CCC4)CC3)sc2C1 (centres undefined) | 10
CCOc1ccc(CCn2c(Sc3ncccn3)nnc2-c2ccc(OC)cc2)cc1OCC | 0
O=C(Nc1cccc(F)c1)c1c(O)c2cnn(Cc3ccccc3)c2[nH]c1=O | -5

The list continues:
Structure	USP17 inh	USP30 inh	USP10 inh	USP28 block	OTUD3 inh	USP7 inh	USP8 inh	UCHL1 inh
FC(F)(F)c1nc2ccccc2nc1NCc1cccnc1	0	-27	-1	28	15	-5	13	1
COc1ccc(NC(=O)N2CCC3(CC2)CC[C@@]2(C(=O)N(C)C)CN(C(C)=O)C[C@@H]32)cc1	-8	10	-1	1	6	3	-6	3
O=C(c1cn(Cc2ccccc2)nc1-c1cccnc1)N1CCCc2ccccc21	-32	-333	-4	-63	-84	-19	-3	-19
COc1ccc(-c2c[nH]n3c(=O)c(CCO)c(C)nc23)cc1OC	-6	1	3	-1	-2	4	1	0
O=C(c1n[nH]c2c1CCCC2)N1CCCC(c2nnc(-c3ccccc3)o2)C1 (centres undefined)	11	2	-2	-2	-4	-2	5	1
CC(C)(C)c1ccc(Cn2ccc(-c3ccco3)c(C#N)c2=O)cc1	-73	-292	-9	-70	-30	-7	8	-47
COc1ccc(Cn2nccc2NC(=O)c2cc(=O)c3ccccc3o2)cc1	18	25	2	11	10	5	15	3
CCOC(=O)c1sc2ccccc2c1S(=O)(=O)Nc1ccccc1F	6	-3	10	8	0	-1	25	0
CCOC(=O)C1=C(COc2ccc(C#N)cc2)NC(=O)NC1CC (centres undefined)	-15	-13	-4	-18	-7	-9	-4	-4
O=C(NC1CCCCC1)C1CCCN(Cc2ccccn2)C1 (centres undefined)	2	11	0	4	-1	4	0	2
O=S(=O)(c1ccccc1)c1cnc2ccc(F)cc2c1N1CCCC1	7	7	0	9	14	4	-2	2
COc1ccc(NC(=O)Cc2nnc(SCC(=O)c3ccccc3)n2C)cc1	25	20	1	0	-1	-3	-11	-3
COc1ccc(-c2ncc3c(n2)CCN(C(=O)NC2CCCCC2)C3)cc1	-13	-42	-7	-11	-16	-8	-8	-4
O=C(Cn1nnc(-c2ccc(CN3CCOCC3)cc2)n1)N1CCCCC1	-5	-9	2	-1	-2	0	1	-1
CCN1CCC2(CN(CCOC)CC23CCN(C(=O)NC(C)C)CC3)C1=O (centres undefined)	-2	17	0	0	7	3	-1	0
COc1cc(N2C[C@@H](NC(=O)N(C)C)[C@H]3OCCC[C@H]32)ncn1	-7	0	-2	-3	1	3	-62	4
CC(C)N1CCn2c(nc3cc(C(=O)NC4CCCCCC4)ccc32)C1=O	9	18	0	7	8	1	8	-2
O=C(C1CCN(C2=NS(=O)(=O)c3ccccc32)CC1)N1CC=C(c2ccccc2)CC1	-10	-52	-4	-5	-13	0	-8	-2
Cc1ccc(Nc2nc(C(=O)NCc3ccc4c(c3)OCO4)cc3occc23)cc1Cl	66*	-133	7	-14	0	-14	76*	5
O=C(CSc1ncnc2c1sc1cccc(F)c12)N1CCOCC1	-5	-50	-3	-5	0	-3	-4	-5
OC(CNCc1ccccc1)Cn1ccc2ccccc21 (centres undefined)	0	0	-4	2	5	-1	9	0
N#Cc1cccc(C(=O)Nc2cnn(-c3ncc(N4CCCC4)cn3)c2)c1	0	-118	-7	-37	-31	-8	-4	-13
CC(C)n1ncc2[nH]c(C3CCCN(C(=O)Nc4ccc(F)cc4)C3)nc21 (centres undefined)	-5	1	1	0	-7	-3	-4	-1
CN(C)CCn1c2ccccc2n2cc(-c3ccc(F)cc3)nc12	-31	-9	1	-8	-7	-10	0	2

Some of these compounds in order of the USP10 inh value, smallest number first.
Structure	USP17 inh	USP30 inh	USP10 inh	USP28 block	OTUD3 inh	USP7 inh	USP8 inh	UCHL1 inh
COc1ccc(-c2ncc3c(n2)CCN(C(=O)NC2CCCCC2)C3)cc1	-13	-42	-7	-11	-16	-8	-8	-4
O=C(C1CCN(C2=NS(=O)(=O)c3ccccc32)CC1)N1CC=C(c2ccccc2)CC1	-10	-52	-4	-5	-13	0	-8	-2
COc1cc(N2C[C@@H](NC(=O)N(C)C)[C@H]3OCCC[C@H]32)ncn1	-7	0	-2	-3	1	3	-62	4
CC(C)n1ncc2[nH]c(C3CCCN(C(=O)Nc4ccc(F)cc4)C3)nc21 (centres undefined)	-5	1	1	0	-7	-3	-4	-1

The list continues:
Structure	USP17 inh	USP30 inh	USP10 inh	USP28 block	OTUD3 inh	USP7 inh	USP8 inh	UCHL1 inh
COc1ccc(S(=O)(=O)N2CCCCC2)cc1NC(=O)CCc1nc2ccccc2s1	-2	12	-4	12	19	-5	-5	3
COCCCn1c(C(=O)N2CCC(C)CC2)cc2c(=O)n3ccccc3nc21	-24	-42	-10	-9	-14	-9	-24	-6
Cc1noc(-c2nn(C)c3c2CN(C(=O)C(C)Oc2cccc(Cl)c2)CC3)n1 (centres undefined)	-4	-46	-2	-6	-1	-7	-1	-3
O=C(Nc1cccc(F)c1)N1CCc2ccccc2C1	-2	1	0	2	-1	0	0	0
Cc1c(Cl)ccc2c1NC(=O)[C@]21[C@@H](C(=O)c2ccco2)[C@]2(C(=O)Nc3ccccc32)[C@@H]2CCCN21	-32	-197	-6	-54	-36	-7	-35	-7
Cc1ccn2cc(CCNC(=O)COc3ccccc3)nc2c1	-21	nt	0	nt	-1	2	-4	0
CN1C(=O)c2ccccc2C(=O)[C@@]2(C)CN(CC(C)(C)C)C[C@@H]12	-32	3	-1	0	0	-8	-4	0
COc1ccc(N2CCN(c3ccc(Cl)cc3[N+](=O)[O-])CC2)cc1	13	-23	5	-8	-2	2	33*	3
Cc1cc(C)c2c(N)c(C(=O)Nc3ccccc3Br)sc2n1	77*	nt	4	nt	-2	2	4	2
Cc1nccc(N2CCC(Cc3cncc(-c4cnc(C)n4C)n3)C2)n1 (centres undefined)	-6	-16	-4	-1	3	0	-8	1
COc1ccc2nc(-c3ccc(OC)c(NC(=O)COc4ccccc4)c3)cn2n1	-15	-69	-10	-36	-34	-9	-6	-6
O=C(NC(Cc1ccccc1)c1nc2ccccc2[nH]1)c1ccccc1-c1ccccc1 (centres undefined)	40*	-51	-3	-10	-12	1	54*	0
CC(C)c1cc(C(=O)N2CCCC2c2cc(C(C)C)on2)on1 (centres undefined)	-4	-3	2	0	-3	-3	2	0
Cc1ccccc1C(=O)c1cccn1CC(=O)NC1CCCC1	-3	-52	-5	-6	-5	-10	-1	-3
Cc1ccc(N2CCN(C(=O)c3ccc(-c4cncnc4)nc3)CC2)cc1	-5	-18	1	0	-1	-1	-5	-4
COc1cccc(NC(=O)C2=CN(Cc3ccccc3)S(=O)(=O)N=C2C)c1	-10	-77	-5	-11	-10	-24	-17	-18
Cc1cc(C(=O)C(=O)Nc2cccc(Cl)c2)c(C)n1-c1ccc(F)cc1	-13	1	3	1	1	8	-110	5
COc1ccc(C(=O)Nc2cccc(S(=O)(=O)NC3=NCCCCC3)c2)cc1	-4	-9	0	40*	-9	-1	-5	-3
O=C(NCc1ccccc1Cl)c1ccc(-c2nnc(-c3ccccc3)o2)cc1	62*	36*	12	8	16	13	-4	3
COc1ccc2c(c1)CC(C(=O)NCC1CCN(Cc3ccc(C)cc3)CC1)CO2 (centres undefined)	-9	-10	-6	-11	-3	-2	0	1
CC(C)OC(=O)c1cc2c(ccn2C)n1CC(=O)N(Cc1ccccc1)c1ccc(F)cc1	21	-199	-8	-14	-42	-6	56*	-9
Cc1cccc(N2CCN(C(=O)C3CCN(c4nc5cccnc5s4)CC3)CC2C)c1 (centres undefined)	-21	-23	-2	-2	-12	-3	-1	-3
c1ccc(-c2csc3ncnc(NC4CCCc5ccccc54)c23)cc1 (centres undefined)	nt	-52	-5	-5	0	4	2	-3
OC(CNC1CCN(Cc2ccccc2)CC1)COc1ccc(OC(F)(F)F)cc1 (centres undefined)	-8	2	-3	-2	-8	-7	-10	-6
Cc1ccc(C(=O)NCCn2c(-c3ccncc3)nc3cccnc32)cc1F	-17	-65	-7	-28	-17	-8	-16	-12
C[C@@H]1CC[C@H]2C(C)(C)[C@H](O)[C@@H](O)C[C@]2(C)[C@@]12Cc1c(O)cc3c(c1O2)CNC3=O	-5	3	8	17	-1	7	6	3
O=C(/C=C/c1ccco1)Nc1nc2c(s1)COCC2	-47	-231	-7	-16	-41	-32	-13	-17
Cc1ncc(C(=O)N2CCN(Cc3ccccc3)C(C(N)=O)C2)cn1 (centres undefined)	-11	-45	-6	-20	-13	3	-28	-2
COc1ccc(Cl)cc1NC(=O)c1ncoc1-c1ccco1	-13	-87	2	-25	-12	6	10	1
O=C(CCc1nnc2ccc(N3CCCC3)nn12)NCc1cccnc1	19	23	2	5	18	8	9	6
Cc1nnc(Sc2cc(C(=O)NCc3ccco3)c3ccccc3n2)s1	12	-64	0	-15	0	-7	-3	-2
